# ER stress rescue = protection against thapsigargin-triggered cell killing – 384-well, CSM14.1, ATP luminescence, primary screen (AID 1222); CSM14.1 thapsigargin-induced death rescue, ATP luminescence; higher % means a stronger effect; one-dose cellular ATP content (survival), % at 20 µM; EC50 in µM for titrated hits; 190,000 tested, under 10 active;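 active = EC50 below 50 µM in the dose-response confirmation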;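 also: death triggered by thapsigargin at about 15 µM added after 2 h compound pretreatment; cell ATP read after overnight thapsigargin exposure of roughly 18 to 22 hours; normalized against plate controls of thapsigargin alone and 5% DMSO vehicle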
# Large T inhibition = SV40 large T antigen inhibitors, biochemical (AID 1903); SV40 large T antigen ATPase/helicase inhibition assay; higher % means a stronger effect; inhibition, % at 20 µM, or IC50 in µM where a hit was titrated; actives 0.39% (n = 310,000); in the data active = a potency from the dose series; inconclusive = inhibition mostly from about 32% at the one dose, without a potency; inactive = the rest, 99 in 100 with inhibition below about 32%; also: strong numbers were not always called active
# RSV antiviral HEp-2 = RSV antiviral activity via CPE protection, HEp-2 cells, primary 10 µM value included (AID 2391). HEp-2 cells, RSV-induced CPE inhibition; higher % means a stronger effect. CPE inhibition, % at 10 µM, or IC50 in µM where a hit was titrated. actives 0.13% (n = 310,000); in the data active = a potency from the dose series; inconclusive = CPE inhibition mostly from about 23% at the one dose, without a potency; inactive = the rest, 99 in 100 with CPE inhibition below about 21%; also: strong numbers were not always called active
# West Nile virus CPE = inhibition of WNV-induced cytopathic effect – cell-based, CPE readout (AID 1621) | West Nile virus-infected cells, CPE inhibition; higher % means a stronger effect | one-dose CPE inhibition, % at 10 µM; IC50 in µM for titrated hits | actives 0.02% (n = 290,000); in the data active = a potency from the dose series; inconclusive = CPE inhibition mostly from about 3.7% at the one dose, without a potency; inactive = the rest, 99 in 100 with CPE inhibition below about 2.2%; also: strong numbers were not always called active
# human PMI inhibitors = human PMI inhibitors, high substrate, primary screen, biochemical, fluorescence intensity, high mannose 6-phosphate (AID 1220); recombinant PMI enzyme, coupled fluorescence intensity; higher % means a stronger effect; inhibition, % at 20 µM, or IC50 in µM where a hit was titrated; actives 0.66% (n = 190,000)
# PhoP inhibition = inhibitors of PhoP regulon expression, primary screen, Salmonella Typhimurium, GFP reporter (AID 1863) | actives 0.16% (n = 300,000) | S. Typhimurium PhoP-regulated promoter GFP reporter, 4 h; higher % means a stronger effect | inhibition, % at 50 µM; hits with a dose series show IC50 in µM;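 active = inhibition over 29.93%, a cutoff 3 SD above the screen mean, later confirmed by dose response; inconclusive = inhibition over 29.93% but no dose response follow-up; inactive = inhibition at most 29.93% or unconfirmed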;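 also: 0% = low Mg2+ inducing control and 100% = high Mg2+ repressing control; strong numbers were not always called active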
# human PMI inhibition = MPI enzyme activity inhibition – biochemical, fluorescence intensity, coupled assay, primary screen (AID 1209); actives 0.42% (n = 190,000); inhibition, % at 20 µM; hits with a dose series show IC50 in µM; purified PMI enzyme, coupled fluorescence intensity; higher % means a stronger effect;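 also: plate controls were DMSO vehicle for no effect and wells lacking substrate for full effect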
# TNAP activation fold = human TNAP enzyme activators, primary screen, biochemical, luminescent, no phosphate acceptor, uHTS (AID 1001); purified TNAP, luminescent activation assay, no phosphate acceptor; higher activation fold means a stronger effect; one-dose activation fold at 20 µM; EC50 in µM for titrated hits; actives 0.03% (n = 200,000); in the data active = activation fold from about 3, or a potency from the dose series; inactive = the rest, 99 in 100 with activation fold below about 1.6; also: many of its hits are not listed in these tables
# Insulin prom up = MIN6 insulin promoter up-regulation; MIN6 insulin promoter-GFP reporter, high-content imaging; hits give high values; z-score at 5 µM; actives 0.3% (n = 190,000);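 active = z-score above 3 at 5 µM with at least 500 cells counted in the well; inconclusive = wells under 500 cells, flagged as cytotoxic or low count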
# Insulin prom up cell count = further read-out of Insulin prom up, marked with its call; cell count; measured here: cytotoxicity, nuclei count;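 total cells summed across four imaged fields per well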
# * = called active by the depositor; ? = inconclusive; / = no result given. Rule as the data show it, unless noted: active = inhibition above about 50%; inactive = the rest.
compound	ER stress rescue	Large T inhibition	RSV antiviral HEp-2	West Nile virus CPE	human PMI inhibitors	PhoP inhibition	human PMI inhibition	TNAP activation fold	Insulin prom up	Insulin prom up cell count
CCc1nc(CNC(=O)C2CCC(=O)N(CCc3ccc(OC)cc3)C2)cs1 (centres undefined)	/	21%	0.8%	-0.9%	/	11%	/	/	/	/
O=C1CC(c2ccc3c(c2)OCO3)Sc2nc3ccccc3n21 (centres undefined)	-3.9%	8%	-1.1%	-0.5%	-3%	4%	11%	0.9	2.2	1101
CCOC(=O)C1CCN(S(=O)(=O)c2ccc(C)cc2)CC1	-0.7%	-6%	3.8%	0.3%	-1%	-4%	2%	1.2	-0.32	971
Cc1ccc(CSC2=NCCN2C(=O)c2ccco2)cc1	/	1%	4.2%	-0.6%	4%	-1%	7%	1.1	/	/
CC(C)C[C@H](NC(=O)C1CC(=O)N(c2ccc3c(c2)OCO3)C1)C(=O)NC1CCCCC1 (some centres undefined)	/	17%	-0.7%	-0.5%	/	-1%	/	/	/	/
Cc1cc2ccccc2n2c(SCC(=O)NCc3cccs3)nnc12	-1.5%	10%	2.8%	-0.1%	-1%	11%	3%	1.1	-0.39	955
COc1ccc(C2=NN(C(=O)c3cccs3)C(O)(C(F)(F)F)C2)cc1 (centres undefined)	6.2%	?	20%	-0.8%	12%	-1%	16%	1.1	0.54	1168
C=CCc1ccc(OCCOCCN(C)C)c(OC)c1	-1.1%	18%	-0.6%	0.0%	2%	-3%	5%	1.1	0.31	994
CC(=O)Nc1ccc(S(=O)(=O)Oc2ccc(C(=S)N3CCC(O)CC3)cc2)cc1	0.4%	5%	3.5%	-1.1%	10%	2%	10%	1.1	0	1130
CCCCC(=O)Nc1cccc(NC(=O)c2cccc(Br)c2)c1	-2.0%	8%	-1.1%	-0.7%	-10%	4%	-6%	1	1.2	1684
O=C(COC(=O)Cc1ccc(Br)cc1)NC12CC3CC(CC(C3)C1)C2	-1.1%	23%	0.1%	/	1%	9%	5%	1	/	/
O=[N+]([O-])c1ccc(N2CCN(S(=O)(=O)c3ccccc3)CC2)cc1NCCN1CCOCC1	-2.8%	-2%	0.7%	0.1%	16%	6%	17%	0.9	-0.55	1574
C[C@@H](C(=O)OCC(=O)NCCc1ccc(S(N)(=O)=O)cc1)N1C(=O)C2CCCCC2C1=O (some centres undefined)	-0.8%	9%	0.2%	0.4%	-7%	-5%	-14%	0.9	-0.04	1379
O=C(CSc1nnc(-c2ccncc2)n1Cc1ccco1)Nc1ccccc1Cl	-4.4%	1%	0.3%	-0.2%	1%	-4%	7%	1.1	-0.54	1023
COC(=O)c1ccc(NC(=O)c2ccc(OC(C)=O)c(OC)c2)cc1	1.5%	5%	0.7%	1.4%	-2%	10%	3%	1.2	-0.5	1724
COc1ccc(-c2nn(-c3ccccc3)cc2/C=C(\CC(=O)O)c2nc3ccccc3s2)cc1OC	-0.3%	11%	9.2%	-0.1%	-9%	-6%	-5%	1	-0.32	1198
O=C(N/N=C/c1ccc(N2CCCCC2)o1)C(O)(c1ccccc1)c1ccccc1	-0.2%	8%	0.6%	-0.4%	8%	26%	10%	1	0.03	1193
CC1(C)NC(=O)N(CCOc2cccc(Cl)c2Cl)C1=O	-0.2%	3%	-0.8%	-0.2%	6%	-4%	8%	1.1	0.69	1306
O=C(CCC1CCCN(C(=O)c2cccc(F)c2)C1)N1CCN(c2ccccn2)CC1 (centres undefined)	/	4%	1.8%	0.8%	/	-3%	/	/	/	/
NS(=O)(=O)c1cccc(NC(=O)CSc2ncc(C(F)(F)F)cc2Cl)c1	-5.0%	9%	4.7%	-0.6%	17%	-7%	15%	1	-0.03	1303
Cc1cccc(CNC(=O)CCCn2nc(C)c3c(C)n(-c4ccccc4)nc3c2=O)c1	/	2%	11%	-0.1%	/	9%	/	/	/	/
Cc1cc(Oc2ccc(OCC(N)=O)nn2)nc(Cl)n1	1.0%	10%	-1.2%	0.2%	0%	-1%	1%	1.1	-0.03	1265
CCOC(=O)c1sc(N)c(C(=O)OC)c1C	-1.8%	3%	15%	0.8%	4%	4%	7%	1	-0.31	1459
CCOC(=O)Cn1c(=O)oc2cc(S(=O)(=O)NCc3ccccn3)ccc21	0.5%	2%	1.1%	0.2%	-6%	10%	-4%	1.1	-0.17	905
CCC(C)NS(=O)(=O)c1ccc(NS(C)(=O)=O)cc1 (centres undefined)	/	7%	1.9%	0.1%	3%	22%	2%	1.1	-0.23	1166
Cc1ccc(NC(=O)CSc2n[nH]c(C)c2[N+](=O)[O-])cc1	-1.0%	7%	3.5%	-0.6%	-12%	-5%	2%	1.1	-0.59	1400
O=C(CSc1ncn(-c2ccccc2)n1)Nc1nc(-c2ccccc2)cs1	-0.5%	8%	1.5%	-0.3%	5%	0%	-5%	1.1	/	/
O=C(NCCN1CCOCC1)c1ccc(=O)n(Cc2ccc(Cl)cc2)c1	-0.7%	10%	-0.6%	-0.4%	0%	-2%	2%	1	0.7	1183
CCOC(=O)c1cnn(CCOC(=O)c2ccccc2)c1NC(=O)c1ccccc1	-2.8%	8%	1.2%	-1.2%	-2%	5%	8%	1.1	-0.18	1364
CCn1cc(C(=O)NCCCO)c(=O)c2cc(F)c(N3CCN(C)CC3)cc21	/	8%	0.9%	0.2%	/	26µM*	/	/	/	/
CC(C)Cc1ccc(C(C)C(=O)OCC(=O)c2c[nH]c3ccccc23)cc1 (centres undefined)	-2.7%	5%	1.5%	-0.2%	19%	28%	20%	1.1	/	/
Cc1ccc(-n2ncc3c2CCCC3NC(=O)CCn2ccnc2C)cc1C (centres undefined)	/	4%	0.3%	0.3%	/	0%	/	/	/	/
Cn1c(=O)c2c([nH]c(=O)n2C)n(C)c1=O	-2.9%	-1%	1.1%	0.7%	-15%	8%	-19%	1.1	/	/
Cc1cc(S(=O)(=O)N2CCN(c3c(C)cccc3C)CC2)ccc1F	-4.1%	15%	1.1%	-0.4%	15%	7%	22%	1	0.93	1230
Cc1ccc(NC(=O)c2ccccc2-c2ccccc2C(=O)O)cc1C	0.7%	4%	0.9%	0.2%	-7%	1%	-4%	1	0.42	1546
CC1(N2CCOCC2)CC2(O)C(=[N+]1[O-])CCc1nonc12 (centres undefined)	-2.5%	-5%	0.1%	0.3%	40%	-4%	15%	1	0.72	945
CCOC(=O)N1CCN(CC(=O)N2CCC(C(N)=O)CC2)CC1	-1.6%	13%	-0.5%	-0.8%	-6%	-3%	-3%	1.1	0.22	1525
Fc1ccc(C2N(c3ccccc3)C(=S)N3CCCN23)cc1 (centres undefined)	/	2%	1.9%	0.4%	/	6%	/	/	0.46	945
Cc1ccc(C)c(-n2nnnc2Sc2nnnn2-c2ccccc2)c1	/	0%	7.1%	3.2%	/	12%	/	/	/	/
COC(=O)CSc1nnc(-c2ccccc2OC)o1	-0.5%	5%	-1.8%	-0.6%	17%	13%	22%	1.1	-0.19	1281
Cc1c(NC(=O)CSc2ccccc2Cl)c(=O)n(-c2ccccc2)n1C	1.2%	9%	-0.2%	-0.2%	17%	5%	1%	1	0.19	1352
CN(C(=O)CCNC(=O)Cn1cnc2ccccc2c1=O)c1ccc(Br)cc1	/	8%	1.3%	-1.1%	/	0%	/	/	/	/
COc1ccc(C(NC(=O)C(C)C)c2c(O)ccc3ccccc23)cc1OC (centres undefined)	0.8%	10%	2.8%	-1.2%	27%	5%	22%	1.1	0.15	1387
Cc1cc(=O)oc(C)c1C(=O)NCc1c(F)cc(F)cc1F	-1.3%	9%	/	-0.6%	2%	5%	6%	1	-0.15	1478
Cn1c(CN2CCN(CCO)CC2)c(C#N)c2ccccc21	/	5%	-1.3%	-0.2%	/	-3%	/	/	-0.56	1103

# Complete entries as entered above.
# Cc1c(NC(=O)CSc2ccccc2Cl)c(=O)n(-c2ccccc2)n1C is listed with ER stress rescue = 1.2%; Large T inhibition = 9%; RSV antiviral HEp-2 = -0.2%; West Nile virus CPE = -0.2%; human PMI inhibitors = 17%; PhoP inhibition = 5%; human PMI inhibition = 1%; TNAP activation fold = 1; Insulin prom up = 0.19; Insulin prom up cell count = 1352
# CCOC(=O)N1CCN(CC(=O)N2CCC(C(N)=O)CC2)CC1 is listed with ER stress rescue = -1.6%; Large T inhibition = 13%; RSV antiviral HEp-2 = -0.5%; West Nile virus CPE = -0.8%; human PMI inhibitors = -6%; PhoP inhibition = -3%; human PMI inhibition = -3%; TNAP activation fold = 1.1; Insulin prom up = 0.22; Insulin prom up cell count = 1525

# (further entries)
compound	ER stress rescue	Large T inhibition	RSV antiviral HEp-2	West Nile virus CPE	human PMI inhibitors	PhoP inhibition	human PMI inhibition	TNAP activation fold	Insulin prom up	Insulin prom up cell count
CCCCOc1ccc(CSC2=NCCN2)cc1[N+](=O)[O-]	-2.3%	8%	0.1%	-1.0%	0%	-1%	-3%	1	-0.59	1053
COc1ccc([N+](=O)[O-])cc1C(=O)NCCOc1ccc(Cl)cc1	/	1%	15%	-1.6%	/	4%	/	/	/	/
O=C(CSc1nnc(Cc2ccccc2)n1Cc1ccco1)NC12CC3CC(CC(C3)C1)C2	-2.5%	3%	-1.3%	-0.3%	21%	11%	22%	1.1	/	/
Cc1ccc(C)c(S(=O)(=O)N(C(=O)c2ccncc2)c2ccc(OC(=O)c3ccncc3)cc2)c1	3.3%	/	4.5%	-0.9%	9%	/	8%	1	-0.1	1396
CC(CNC(=O)CC(C)(C)C)NC(=O)CC(C)(C)C (centres undefined)	-0.2%	2%	2.1%	-0.2%	7%	0%	16%	1.1	/	/
Cn1c(CC2Sc3ccccc3NC2=O)nnc1SCC(=O)c1ccc(Cl)cc1 (centres undefined)	/	?	/	0.0%	/	2%	/	/	0.2	1422
CC(C)c1ccc(N2C(=O)/C(=C/N(C)C)SC2=S)cc1	/	14%	3.9%	-0.4%	/	-3%	/	/	0.1	1027
CCC(=O)NCCc1nc2ccccc2[nH]1	-3.5%	11%	-0.5%	0.2%	-3%	-1%	2%	1.1	1.5	831
COc1ccccc1C(CCN(Cc1cccs1)C(C)=O)c1ccco1 (centres undefined)	8.3%	14%	3.9%	-0.5%	-4%	9%	-8%	1.1	0.16	882
CC1=Nc2ccc(C)c3nc(C)cc(c23)N1c1ccc(C)cc1	/	1%	53%	-0.4%	/	-1%	/	/	/	/
COc1cccc2c1O/C(=N\O)C(C(=O)Nc1cccc(C)c1C)C2 (centres undefined)	/	7%	1.2%	0.1%	/	-6%	/	/	/	/

# High-throughput results deposited in PubChem BioAssay by several laboratories.
